Screens from PubChem.
WT yeast gro inh: growth inhibition of WT yeast, mitochondrial fusion screen | inhibition, % at 10 µM | hit rate 2.1% among 190,000 | mitochondrial fusion phenotypic screen, WT strain; in the data active = inhibition above about 58%; tested in S. cerevisiae
Dynein transport: dynein cargo transport inhibition | 3617.4 mouse cells, GR-EGFP nuclear translocation imaging; test concentration mostly 20 µM; stimulated with dexamethasone, 1 µM; stronger effect = lower value | z-score, hits read low | hit rate 0.47% among 220,000 | AID 1381;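 active = plate z-score of nuclear minus cytoplasmic receptor signal below a set negative limit, without overly bright fluorescence or cell loss, cut at about -3.5 in these data, passing the limit was not always enough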;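 also: z-score of nuclear minus cytoplasmic ring GR-EGFP intensity difference per well; some compounds called inactive have numbers as strong as hits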
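medium = tetracycline-free induction medium containing charcoal-stripped FBS | also added = 1.0 µM final dexamethasone stimulus | schedule = 48 h induction, 1 h compound, 30 min dex at 37 °C | technique = fixed, Hoechst-stained cells imaged at 10x for EGFP | measure = GR-EGFP nuclear translocation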
Autophagy mod: modulators of autophagy; AID 463193; hit rate 0.98% among 190,000; calls only at 10 µM (by protocol); MEF GFP-LC3 puncta imaging; test concentration mostly 10 µM;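 active = percentage of spot-positive cells more than 3 SD above its plate mean, without a fluorescence outlier flag or 80% toxicity; inconclusive = no clear call, values can overlap the other calls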;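 also: spot-positive cell cutoff set from DMSO-treated cells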
PMI inhibitors: MPI enzyme activity inhibition – biochemical, fluorescence intensity, coupled assay, primary screen (AID 1209); purified PMI enzyme, coupled fluorescence intensity; higher % means a stronger effect; one-dose inhibition, % at 20 µM; IC50 in µM for titrated hits; hit rate 0.42% among 190,000;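 also: plate controls were DMSO vehicle for no effect and wells lacking substrate for full effect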
MT stabilizer: microtubule stabilization, imaging screen. HeLa tubulin immunostaining HCS, 24 h; share of cells brighter than vehicle mean+2SD. % tubulin-high responders, % at 10 µM. hit rate 0.83% among 200,000. AID 2205;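 active = plate Z-score above 3 for both tubulin-high and condensed-nucleus cell shares, with cell loss under 80%, at 10 µM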;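 also: anti alpha tubulin signal scored within the nucleus-defined area of each cell; some results filed as inactive read as strong as hits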
Yfh1-depleted yeast: enhancers of respiration in Yfh1-depleted yeast, dose response, Friedreich's ataxia, plus single-dose screen (AID 1465); S. cerevisiae Yfh1-off respiration, WST-1 reduction, 72 h; higher fold induction means a stronger effect; fold induction at 50 µM; hits with a dose series show EC50 in µM; hit rate 0.074% among 220,000;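 active = fold induction of absorbance versus untreated yeast above a set limit, then at least 30% activation at any dose in follow-up; inconclusive = repeats straddling the limit, or above it without dose testing; inactive = fold induction below the set limit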;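 also: activators that raise dye reduction in frataxin-depleted yeast; strong numbers were not always called active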
PMI inhibition: MPI inhibition at elevated mannose 6-phosphate – biochemical, fluorescence intensity, high mannose 6-phosphate, primary screen (AID 1220); recombinant PMI enzyme, coupled fluorescence intensity; higher % means a stronger effect; one-dose inhibition, % at 20 µM; IC50 in µM for titrated hits; hit rate 0.66% among 190,000
Ins promoter up: MIN6 insulin promoter up-regulation | MIN6 insulin promoter-GFP reporter, high-content imaging; stronger effect = higher value | z-score at 5 µM | hit rate 0.3% among 190,000 | AID 1625;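 active = z-score above 3 at 5 µM with at least 500 cells counted in the well; inconclusive = wells under 500 cells, flagged as cytotoxic or low count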
bCat nuc transl: alters nuclear translocation of beta-catenin in HeLa cells. immunofluorescence imaging. nuclear translocation activity, % at 5 µM. hit rate 0.3% among 190,000;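 active = nuclear translocation activity above 50% at 5 µM, with a well cell count of 50 or more; inconclusive = wells under 50 cells across six images, flagged as toxic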;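 also: per-cell ratio of nuclear to cytoplasmic median beta-catenin stain intensity; plate controls were DMSO negative control for no effect and GSK-3 inhibitor IX positive control for full effect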
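Test system: human HeLa cells, native beta-catenin. Compound dosing: 5 µM primary single dose, 0.1% DMSO, 0.02–20 µM confirmation series. Incubation: compound exposure 24 h at 37°C. Detection: beta-catenin immunostaining with DAPI counterstain, 20x imaging, 6 fields/well. Read-out basis: Nuclear/cytoplasmic beta-catenin signal ratio, % activation.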
WT yeast gro inh mutant strain: further read-out of WT yeast gro inh, marked with its call; inhibition, %; mitochondrial fusion phenotypic screen, mutant strain inhibition
Dynein transport cytoplasmic EGFP: further read-out of Dynein transport, marked with its call; z-score; measured here: cytoplasmic GR-EGFP intensity; stronger effect = higher value
Dynein transport nuclear GR-EGFP: recorded beside Dynein transport, whose call it bears; z-score; measured here: nuclear GR-EGFP intensity;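 lower value marks the stronger effect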
Dynein transport cell count: second read-out of Dynein transport, no call of its own (marks repeat the call); z-score; measured here: cell count per field
Ins promoter up cell count: second read-out of Ins promoter up, no call of its own (marks repeat the call); cell count; measured here: cytotoxicity, nuclei count;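 total cells summed across four imaged fields per well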
bCat nuc transl cell count 5 µM: also measured in bCat nuc transl; calls as there; cell count; measured here: cell count, cytotoxicity flag
MT stabilizer Hoechst-high %: second read-out of MT stabilizer, no call of its own (marks repeat the call); % Hoechst-high responders; measured here: nuclear condensation Hoechst responders;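 share of cells brighter than vehicle mean plus two SD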
MT stabilizer cytotoxicity %: recorded beside MT stabilizer, whose call it bears; toxicity, %; measured here: cytotoxicity by cell density;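 0% = mean cell density of plate MIN control wells and 100% = no cells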
Autophagy mod cell loss 18 h: also measured in Autophagy mod; calls as there; toxicity, %; measured here: cell loss, nuclei count;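 cell loss after 18 h compound exposure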
The depositor's hits bear a star; i = inactive; u = inconclusive; x = no result given. Rule as the data show it, unless noted: active = inhibition above about 50%; inactive = the rest. This is a random part of the collection (roughly 5% active in at least one column).

structure	WT yeast gro inh	WT yeast gro inh mutant strain	Dynein transport	Dynein transport cytoplasmic EGFP	Dynein transport nuclear GR-EGFP	Dynein transport cell count	Autophagy mod	Autophagy mod cell loss 18 h	PMI inhibitors	MT stabilizer	MT stabilizer Hoechst-high %	MT stabilizer cytotoxicity %	Yfh1-depleted yeast	PMI inhibition	Ins promoter up	Ins promoter up cell count	bCat nuc transl	bCat nuc transl cell count 5 µM
CCCC(=O)N=c1sc2cccc(F)c2n1C	6	-3	-0.29	1.1	0.29	0.21	i	1	-6%	5.1	3.1	9.0	i	-4%	-1.1	982	x	x
O=C(c1cccc(F)c1)N1CCN(c2ccc([N+](=O)[O-])c3cccnc23)CC1	-2	-21	0.0049	-0.26	0.25	0.8	i	9	24%	3.0	2.1	2.7	i	62%*	-0.71	1680	-0.9	870
CCOC(=O)Cc1csc(NS(C)(=O)=O)n1	-2	2	-1.8	-0.21	-0.62	1	i	4	-1%	2.8	2.1	4.8	i	-2%	x	x	x	x
Oc1ccc(-c2nc(=S)[nH][nH]2)cc1	-6	-2	-0.31	-0.088	0.28	-1.3	i	5	21%	2.5	2.8	8.0	i	-25%	x	x	3.6	445
O=C(Nc1nc(-c2cc(F)ccc2F)cs1)C1=NN(c2ccccc2)C(=O)CC1	18	22	0.36	-0.35	0.46	0.95	i	14	-1%	3.1	3.5	6.6	i	-1%	-0.78	1199	2.2	1081
Cc1cccc[n+]1CC(=O)/C=C1\N(C)c2ccccc2C1(C)C	-3	11	0.44	-0.23	0.27	-0.08	i	-1	3%	5.6	1.3	1.4	i	8%	u	x	1.2	458
COc1ccc(OC(=O)c2cnc3n(c2=O)CCS3)cc1	x	x	-0.094	-0.1	-0.0071	0.17	x	x	x	x	x	x	i	x	0.13	1355	-2.1	1157
CCCOc1ccc(CN2CCOCC2)cc1OC	x	x	-0.45	-0.3	-0.27	1.2	x	x	x	x	x	x	i	x	-0.17	1038	-1.9	1360
CN(Cc1ccncc1)C1CC(=O)N(c2ccc(Cl)cc2)C1=O (stereo unspecified)	-66	-22	-0.16	-0.031	-0.06	0.52	i	-17	3%	1.6	3.4	9.4	i	1%	-0.44	989	-0.8	1104
CCCS(=O)(=O)Nc1ccc2cn[nH]c2c1	-1	2	1.2	0.87	0.97	-1.5	i	3	-4%	1.7	3.2	11	i	6%	-1.1	1361	-2.8	1077
O=c1[nH]c(=O)n(Cc2ccco2)c2c1C(C(F)(F)F)(C(F)(F)F)N=C(C1CCCCC1)N2	-12	14	-0.9	-0.22	-0.56	1.2	i	-3	8%	3.7	1.9	2.2	i	10%	-0.14	1389	1.0	981
O=C(Nc1ccc(Cl)cc1)N1CCCN(c2ccc(C(F)(F)F)cc2[N+](=O)[O-])CC1	x	x	0.26	-0.095	0.13	-0.71	x	x	x	x	x	x	i	x	-0.05	1468	-2.1	1156
O=C(O)C1CCCCC1C(=O)NCCCCc1ccccc1 (stereo unspecified)	16	9	-0.2	-0.17	0.015	-0.037	i	45	-14%	2.1	1.7	11	i	-5%	-0.74	1214	-6.0	763
Cc1ccc(S(=O)(=O)N(C)C)cc1NC(=O)c1ccc2ccccc2n1	x	x	0.96	0.074	0.7	-0.4	x	x	x	x	x	x	i	x	0.25	1339	-0.8	993
O=C(/C=C/c1ccccc1)NC(N1CCOCC1)C(Cl)(Cl)Cl (stereo unspecified)	8	3	0.2	0.33	0.43	0.18	i	25	0%	1.8	1.8	4.5	i	-7%	-1	1634	1.1	1529
COc1ccc(C(=O)c2ncc(C(F)(F)F)cc2Cl)cc1	-7	-4	0.93	-0.24	0.47	-1.4	i	6	-3%	2.2	2.7	3.1	i	9%	-0.11	1133	-0.9	998
Clc1ccc(-c2ccc(-c3nn4c(-c5ccco5)nnc4s3)o2)cc1	x	x	0.39	0.27	-0.39	-0.62	i	3	x	2.0	2.2	8.8	i	x	x	x	x	x
CC(C)Cn1cc(C(=O)N2CCN(c3ccccn3)CC2)c2c3ccccc3n(C)c2c1=O	5	6	0.65	-0.14	0.5	-1.2	i	-2	4%	2.0	2.1	11	i	12%	0.11	1037	-3.5	968
COc1ccc(C2CCCN2C(=S)Nc2cccc(C)c2)cc1OC (stereo unspecified)	9	15	0.28	-0.33	0.26	0.59	i	2	5%	2.9	2.4	0.2	i	-4%	0.44	1267	-0.6	1110
Cc1ccc(C)c(N2CCN(CC(=O)Nc3ccc4[nH]c(=O)[nH]c4c3)CC2)c1	7	-1	-1.1	-0.21	-0.24	1.2	i	13	-8%	3.6	3.0	2.6	i	1%	-0.55	1206	3.3	887
Cc1cc(S(=O)(=O)N2CCCC2C(=O)N2CCOCC2)c(C)cc1Cl (stereo unspecified)	3	22	-0.57	-0.18	-0.47	0.72	i	-8	-8%	1.8	1.3	6.8	i	-6%	-0.81	947	x	x
COc1ccc(C2CC(C(F)(F)F)n3nc(C(=O)O)cc3N2)cc1 (stereo unspecified)	x	x	0.17	-0.25	-0.0089	0.25	x	x	x	x	x	x	i	x	0.05	1152	-0.4	1298
Cc1ccc(N2CCN(S(=O)(=O)c3ccc(F)cc3)CC2)c(C)c1	27	0	-1	-0.16	-0.3	-0.41	x	x	2%	4.7	1.6	5.3	i	1%	-0.14	1143	-3.3	1199
CC(=O)c1c(C)[nH]c(C(=O)OCC(=O)Nc2cc(S(=O)(=O)N3CCCCC3)ccc2C)c1C	9	18	-0.84	-0.29	-0.71	0.69	i	6	-1%	3.4	3.1	6.0	i	-4%	0.35	1245	x	x
CCOc1ccc(N(CC)C(=O)c2nn(-c3ccc(OC)cc3)c(=O)c3c2c2ccccc2n3C)cc1	-12	-8	-0.33	-0.26	-0.19	0.51	i	26	3%	1.4	1.8	8.4	i	-2%	1.4	1215	-1.5	1125
CC(C)Cn1c(N)c(C(=O)COC(=O)c2cccnc2Cl)c(=O)n(C)c1=O	-33	-18	2.2	-0.24	1.1	-0.77	i	-9	3%	2.8	1.5	9.6	i	0%	-0.29	1232	-1.3	1035
COc1ccc(/C=N/NC(=O)C(=O)NCC2CCCO2)cc1 (stereo unspecified)	0	16	-0.62	-0.1	-0.29	0.71	i	-9	9%	1.9	1.5	6.7	i	0%	-0.17	1374	1.4	1023
N#Cc1ccc2c(c1)NC(=O)C1CCCN21 (stereo unspecified)	0	13	0.21	-0.16	0.13	-0.58	i	1	-57%	2.6	2.8	0.2	i	-83%	-0.13	1173	0.7	1031
COc1cccc(/C=C/C(=O)c2ccc(NC3=NCCCS3)cc2)c1	28	33	-1.9	0.097	-1.1	-0.16	i	-4	8%	16*	9.2*	25*	i	3%	-1.1	1313	9.9	940
c1ccc(Nc2nc3ccccc3n3cnnc23)cc1	2	-3	-1	-0.13	-0.42	0.37	i	-11	-7%	2.4	2.3	9.4	i	-7%	-1.1	1024	0.3	1173
COc1cc(/C=N/Nc2ccc(Cl)c(C(=O)O)c2)ccc1OC(=O)c1cccs1	4	-1	0.66	-0.28	0.5	-0.91	i	22	-59%	2.5	2.2	5.1	i	-143%	1.9	1321	-1.6	1129
O=C1OC(c2ccc(Cl)cc2)=N/C1=C\C=C\c1ccco1	-10	5	-1.6	0.32	-0.86	-0.21	i	11	-4%	2.3	1.2	12	i	-4%	1.4	1341	-3.2	1039
CCOC(=O)N1CCC(N(CCN(C)C)C(=S)Nc2ccccc2OC)CC1	3	4	-0.62	-0.23	-0.32	0.62	i	7	-13%	2.8	2.4	4.2	i	-12%	-0.78	1088	0.3	1015
COc1ccc(OC)c(/C=N/NC(=O)CCCC(=O)Nc2cccc(Br)c2)c1	3	6	-0.33	-0.24	-0.57	0.39	i	-8	7%	1.8	1.8	11	i	-3%	1	1531	-0.1	1363
